dFosB act: mouse delta FosB homodimer activation; P13346; purified delta FosB, TAMRA-CDK5 oligo fluorescence polarization; percent of positive-control signal above neutral wells; activation, % at 25 µM; hit rate 0.99% among 340,000; AID 493131;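 active = mean activation above about 17%, with every replicate also reaching it, limit read from the data, passing the limit was not always enough; inconclusive = only one of the two conditions met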;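 note: fluorescence polarization rise as delta FosB binds a TAMRA Cdk5 AP-1 oligo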
HTR5A ag ctr: counter-screen for OPRM1-OPRD1 agonists: human HTR5A agonism; HTR5A agonist assay, luminescence, cell-based; activation, % at 9.3 µM; hit rate 0.61% among 340,000; AID 504692; in the data active = activation mostly above about 9.5%, no sharp cut-off; inactive = mostly below about 7.6%;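 note: 0% = cells with vehicle only and 100% = reference agonist; strong numbers were not always called active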
Target sequence (P47898 whole entry, looked up): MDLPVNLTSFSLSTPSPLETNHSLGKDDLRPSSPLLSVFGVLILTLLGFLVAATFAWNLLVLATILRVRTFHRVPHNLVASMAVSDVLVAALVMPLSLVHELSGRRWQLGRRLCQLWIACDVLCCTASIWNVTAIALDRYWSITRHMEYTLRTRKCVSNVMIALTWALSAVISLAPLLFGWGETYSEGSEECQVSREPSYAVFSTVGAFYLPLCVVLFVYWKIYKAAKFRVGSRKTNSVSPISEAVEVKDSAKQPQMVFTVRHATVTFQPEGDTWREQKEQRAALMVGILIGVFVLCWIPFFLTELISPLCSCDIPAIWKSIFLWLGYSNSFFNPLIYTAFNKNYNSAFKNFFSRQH
Rtt109 Vps75: blocks Candida albicans Rtt109/Vps75 acetyltransferase activity. purified Rtt109/Vps75, ThioGlo CoA-SH fluorescence, 4 h. Q5AAJ8. hit rate 0.16% among 330,000. inhibition, % at 34.9 µM;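 active = inhibition of at least 50% in every replicate; inconclusive = best replicate reaches 50% inhibition but some replicates fall short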
RTF Ca sens act: increases calcium sensitivity of human cardiac regulated thin filaments. P19429+P45379. IANBD-labeled TnC RTF fluorescence at EC20 calcium; 0% EC20 calcium, 100% full calcium. activation, % at 7.2 µM. hit rate 0.24% among 340,000. AID 493008;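 active = activation above the mean over all tested compounds plus 3 SD, cut at about 30% in these data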;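 note: rise in fluorescence read as greater calcium sensitivity of cardiac thin filaments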
CDK5 inh: CDK5/p35 (human) kinase inhibition | AID 488839 | hit rate 0.01% among 330,000 | Recombinant CDK5/p35, ADP-Glo luminescence, 60 min | inhibition, % at 10 µM;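 active = highest replicate inhibition of at least 50% and at least 75% of replicates reaching 50%; inconclusive = only one of the two criteria met; inactive = both criteria failed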;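 note: plate controls were DMSO neutral control for no effect and GW8510 at 10 µM for full effect; many of its hits are not listed in these tables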
Target sequence (Q00535 whole entry, looked up): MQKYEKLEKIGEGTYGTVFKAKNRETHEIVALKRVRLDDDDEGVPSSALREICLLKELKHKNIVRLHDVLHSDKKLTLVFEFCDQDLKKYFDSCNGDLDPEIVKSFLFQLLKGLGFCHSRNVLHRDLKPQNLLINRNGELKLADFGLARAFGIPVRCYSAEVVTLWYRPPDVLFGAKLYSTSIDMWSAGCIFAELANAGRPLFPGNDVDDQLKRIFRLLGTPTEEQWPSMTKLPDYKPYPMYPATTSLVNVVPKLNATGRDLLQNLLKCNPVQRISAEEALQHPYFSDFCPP
Target sequence (Q15078 whole entry, looked up): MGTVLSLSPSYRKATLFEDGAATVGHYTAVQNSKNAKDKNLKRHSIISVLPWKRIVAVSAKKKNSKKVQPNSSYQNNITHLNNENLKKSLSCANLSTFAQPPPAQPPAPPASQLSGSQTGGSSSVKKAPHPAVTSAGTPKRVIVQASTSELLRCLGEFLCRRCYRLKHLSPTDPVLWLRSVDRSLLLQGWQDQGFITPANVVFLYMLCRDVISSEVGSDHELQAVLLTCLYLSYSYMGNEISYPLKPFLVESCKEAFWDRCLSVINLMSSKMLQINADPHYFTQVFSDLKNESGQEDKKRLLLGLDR
Wnt act: activates Wnt/beta-catenin signaling in a reporter cell assay | activator, plate reader | activation, % at 9.35 µM | hit rate 1.2% among 300,000; in the data active = activation above about 30%, passing the limit was not always enough; inconclusive = no clear call, values can overlap the other calls;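 note: 0% = neutral control wells and 100% = positive control wells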
MITF act: increases MITF-driven TRPM1 promoter luciferase signal | SK-MEL-5 TRPM1-promoter luciferase, 24 h; % of positive control, neutral wells = 0 | hit rate 0.75% among 300,000 | activation, % at 12.5 µM;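 active = mean activation of at least 80% with every replicate also reaching 80%; inconclusive = mean reaches 80% but some replicate falls short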;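 note: 0% = neutral control wells and 100% = parthenolide positive control wells; values of inactives mirror those of a sister screen read the other way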
SR-BI DiI-HDL act: SR-BI HDL lipid transfer activation. activation, % at 12.5 µM. AID 504775. hit rate 0.096% among 320,000. CHO ldlA[mSR-BI] cells, DiI-HDL uptake fluorescence, 3 h; 100 = double the neutral-control signal;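 active = mean replicate activation of at least 60% and every replicate at or above 60%; inconclusive = mean or all-replicate condition met, but not both; inactive = mean below 60% and not all replicates reaching 60%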;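 note: 0% = median plate neutral-control signal and 100% = twice that signal; values of inactives mirror those of a sister screen read the other way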
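Test system: SR-BI-overexpressing, LDLR-lacking CHO cells; Medium: Ham's F12 with 0.5% BSA, HEPES 25 mM, pH 7.4; Schedule: 3 h, 37 °C; Technique: bottom-read fluorescence, 550/595 nm.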
SR-BI HDL uptake: mouse SR-BI HDL lipid transfer inhibition; Q61009; inhibition, % at 12.5 µM; AID 488896; hit rate 0.96% among 320,000; ldlA[mSR-BI] CHO cells, DiI-HDL uptake fluorescence, 3 h;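 active = mean replicate inhibition of at least 70% and a set share of replicates each scoring 70 or more; inconclusive = meets just one of the two criteria; inactive = fails both criteria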;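 note: 0% = median of neutral control wells and 100% = median of positive control wells; values of inactives mirror those of a sister screen read the other way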
PvdQ acylase: blocks Pseudomonas aeruginosa PvdQ acylase activity. purified PvdQ acylase, fluorescence plate reader. inhibition, % at 10 µM. hit rate 0.063% among 340,000; in the data active = inhibition above about 30%, passing the limit was not always enough; inconclusive = no clear call, values can overlap the other calls;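 note: 0% = vehicle neutral wells and 100% = reference inhibitor wells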
An asterisk follows results filed as active; ? = inconclusive; . = no result given.

SMILES	dFosB act	HTR5A ag ctr	Rtt109 Vps75	RTF Ca sens act	CDK5 inh	Wnt act	MITF act	SR-BI DiI-HDL act	SR-BI HDL uptake	PvdQ acylase
COc1ccc(-c2nc3c(c(=O)[nH]c(=O)n3Cc3ccccc3)n2Cc2ccccc2)cc1	-10	1	2	-5	-0.3	0	.	-2	2	-11
COc1ccc(Cc2noc(CN(C)C3CC(C)(C)NC(C)(C)C3)n2)cc1OC	2	-1	-10	-3	1.0	-1	3	.	.	4
O=C(CCl)NCCCCCCCCCNC(=O)CCl	0	0	-9	2	-2.3	7	-22	12	-12	-15
CCC(=O)NC(=S)Nc1ccc2oc(-c3ccc(OC)cc3)nc2c1	40*	1	2	1	1.5	11	60	-36	36	3
COC(=O)c1c(NC(=O)C2c3ccccc3Oc3ccccc32)sc(C)c1C	-15	7	-19	-2	-0.2	0	-4	-18	18	-8
CCOC(=O)c1cnc2nc(C)[nH]n2c1=O	1	5	-7	-2	-1.0	.	-12	-5	5	2
Cc1cc(C)nc(N(C#N)CC(=O)N2CCC(C(N)=O)CC2)n1	-6	4	0	0	-0.1	-3	-6	.	-29	-18
N#Cc1ccc(CNc2cnccn2)cc1	-8	5	0	3	0.7	0	0	7	-7	-11
CCC(=O)Nc1cccc(C2=NOC3(C2)C[C@@H](C(N)=O)N(C(=O)c2cc([N+](=O)[O-])cc([N+](=O)[O-])c2)C3)c1 (some centres not stated)	1	1	7	-3	-0.7	1	-9	-5	5	-8
COc1ccc(OC)c(/C=C2\SC(N3CCCC(C)C3)=NC2=O)c1 (configuration not stated)	0	5	.	1	1.6	2	-9	-33	33	-11
COCCn1c(C)cc(C(=O)COC(=O)/C=C/c2cccc(OC)c2)c1C	-9	-1	-2	-1	-4.3	-6	0	-6	6	-10
Cc1ccc(-c2nc3c(c(=O)c4ccccc4n3C)c(=O)n2-c2ccc(F)cc2)cc1	2	0	3	4	0.6	-1	-11	-7	7	-19
COc1ccc(C)cc1S(=O)(=O)N(C)CC(N)=O	1	-3	-1	-2	-0.6	0	-9	35	-35	-14
COc1ccccc1NC(=O)CSc1nc(N)c(C#N)cc1C#N	-1	.	-3	.	-0.2	-6	-5	-3	3	-12
COc1ccc(S(=O)(=O)NCC2CCCN(Cc3cccnc3)C2)cc1 (configuration not stated)	0	-6	8	4	0.1	-2	-5	27	-27	6
CCOc1ccc(CCNC(=O)C2CCN(S(=O)(=O)c3ccc(C)cc3)CC2)cc1OCC	-6	-4	-1	-5	1.2	-1	-9	11	-11	-4
Cc1ccccc1SCC(=O)Nc1cccc(C#N)c1	0	1	8	2	3.2	0	16	1	-1	8
CC(=O)Nc1ccc(OCC(=O)c2ccc(C)cc2C)cc1	8	2	5	-2	0.2	.	7	-8	8	-16
Cc1c(O)c(CN(C)C)cc2c1oc(=O)c1ccccc12	1	6	1	-3	2.1	12	-4	.	.	-16
CCCn1nnc(NC(=S)NC(=O)Cc2ccccc2)n1	-5	-1	0	7	0.1	1	-10	8	-8	-16
O=C(NCc1ccc(F)cc1)C1CCCN(S(=O)(=O)c2cccc3nsnc23)C1 (configuration not stated)	9	2	-5	0	-1.9	.	5	-13	13	-5
CCc1cccc(CC)c1NC(=O)CN1C2CCCC1CC(NC(=O)Nc1cccc(OC)c1)C2 (configuration not stated)	1	0	15	-1	0.7	0	-1	-66	66	13
Cc1n[nH]c2c([N+](=O)[O-])c(=O)[nH]c(=O)n12	-2	-2	-3	3	-0.2	-5	6	30	-30	-9
Cc1cc(C)n(CC(=O)Nc2ccccc2)n1	-5	2	-1	1	0.1	-10	5	16	-16	-9
CCC(CO)N=CC1=C(O)CC(c2ccccc2)CC1=O (configuration not stated)	5	-2	2	-4	0.2	-1	-1	17	-17	-1
CCSc1nnc([C@H](Cc2c[nH]c3ccccc23)NC(=O)OC(C)(C)C)o1	-2	7	12	2	-0.6	-4	.	2	-2	-7
COc1ccc(C(=O)COC(=O)Cn2cnc3c2c(=O)n(C)c(=O)n3C)c(OC)c1	-2	-1	3	2	-0.1	1	13	5	-5	-13
O=C(CC(c1ccccc1)c1ccco1)N1CCOCC1 (configuration not stated)	-3	1	0	1	-1.2	.	8	11	-11	-14
O=C(N/N=C/C1CC=CCC1)c1cc2ccccc2cc1O (configuration not stated)	-10	0	-4	-5	.	.	-14	-53	53	-3
O=C1CCc2cc(S(=O)(=O)NCCCC(=O)N3CCN(Cc4ccc5c(c4)OCO5)CC3)ccc2N1	-7	-1	1	3	-1.1	-1	0	17	-17	3
O=C(Nc1ccccc1)c1nc[nH]c1C(=O)NCCNC(=O)c1[nH]cnc1C(=O)Nc1ccccc1	37*	5	-3	-8	1.6	0	-15	15	-9	-17
O=C(c1ccc(Cl)cc1)c1cnc(Nc2ccccc2)s1	14	5	-10	-3	-0.4	?	75	-7	7	4
O=C(Nc1ccc(Nc2ccccc2)cc1)c1ccccc1F	-6	1	1	-5	0.0	-1	.	-23	23	-10
COc1ccc(-c2noc(C3CCCN(S(=O)(=O)c4cccc(Cl)c4C)C3)n2)cc1OC (configuration not stated)	-17	-2	-3	-8	0.8	0	3	-20	20	1
O=C(COC(=O)C1COc2ccccc2O1)NC(=O)NC1CCCCC1 (configuration not stated)	-12	3	-7	1	0.4	1	1	18	-18	-10
CC(C)(C)S(=O)(=O)c1ccccc1C(=O)O	2	2	5	1	0.9	.	-2	.	.	-15
CCOc1ccc(NC(=O)Nc2cc(C(C)C)ccc2C)cc1	0	0	-11	-1	-0.2	1	-11	10	-10	-15
CC(=O)Nc1ccc(NC(=O)C(C)Sc2n[nH]c(=O)n2Cc2ccccc2)cc1 (configuration not stated)	-3	-4	-12	-7	0.2	-2	7	3	-3	-9
C=CCCN(C(CC(C)C)C(=O)OC)S(=O)(=O)c1cc(Br)ccc1Br (configuration not stated)	3	-2	2	0	-11	11	6	0	0	-6
CC(=O)O/N=C(/c1nonc1N)N(C)C	1	3	3	0	0.8	-7	7	14	-14	-12
CCOC(=O)C1=C(C)NC(=O)C(C(N)=O)C12CCCCC2 (configuration not stated)	2	-4	1	-6	1.7	-6	1	15	-15	-11
Clc1ccc(OCc2nc3ccccc3[nH]2)cc1	1	3	-3	10	2.2	11	88*	-17	17	-6
CC(C)CN(C(=O)COC(=O)c1ccc2ccccc2n1)C1CCS(=O)(=O)C1 (configuration not stated)	-5	3	-11	-1	0.8	0	-8	8	-8	-13
COc1ccc(C(=S)N2CCN(C)CC2)cc1	-3	0	-11	-9	-0.4	3	-4	10	-10	-6
CC1CCCCC12NC(=O)N(CC(=O)N1CCc3ccccc3C1)C2=O (configuration not stated)	1	0	8	-6	-2.2	0	6	-4	4	4
O=C(COC(=O)CCN1C(=O)/C(=C\C=C\c2ccccc2)SC1=S)Nc1ccc(Br)cc1	-7	1	.	-1	1.1	-1	-64	-5	5	5
O=C(Cc1n[nH]c(=O)[nH]c1=O)N/N=C/c1c(O)ccc2ccccc12	5	0	3	5	0.5	-3	23	21	-21	9
CCOC(=O)c1c(-c2ccccc2)oc2ccc(OCC(=O)O)cc12	-17	2	3	0	-1.9	-2	17	.	.	2
O=C(c1ccc(S(=O)(=O)N2CCOCC2)cc1)N1CCc2ccccc2C1	-9	0	-8	-4	-0.2	.	-3	-13	13	-2
COC(=O)[C@@H](NC(=O)N(C1CCCCC1)C1CCCCC1)C(C)C	1	-1	7	6	-0.1	.	-3	17	-17	-6
COc1cc(OC)c2c(c1)C(=O)OC2	2	-1	-3	-4	0.0	.	-1	23	-23	-6
CC(C)c1ccc(C(=O)N2CCN(CCO)CC2)cc1	-2	-2	-5	-4	-0.5	.	15	34	-34	1
COc1ccc(NC(=O)CSc2nnc(Cn3c(=O)sc4ccccc43)n2C)cc1OC	-2	-5	-7	0	-1.1	-4	2	14	-14	-8
N#Cc1ccc(CN2CCN(C(=O)c3ccc(S(=O)(=O)NCc4ccco4)cc3)CC2)cc1	-6	12*	1	-4	-3.4	-2	-4	-72	?	-15
CSc1nnc2c(n1)OC(c1ccc(C(=O)O)cc1)N(C(C)=O)c1ccccc1-2 (configuration not stated)	2	-5	-12	8	0.9	2	3	24	-24	-7
CCOCc1nnc(NC(=O)CSc2ccccc2)s1	-7	-1	20	-4	-1.6	-2	.	-3	3	-17
CC(=O)C1=C(O)C(=O)N(c2ccc(Br)cc2)C1c1ccc(Br)cc1 (configuration not stated)	-6	6	4	5	-1.3	3	-2	-9	9	-9
COc1ccc(Br)cc1/C=N/NC(=O)CNC(=O)/C=C/c1ccccc1	2	4	8	1	1.7	-2	-32	-63	63	6
COCCn1c(N2CCN(c3ccc(OC)cc3)CC2)nc2c1c(=O)[nH]c(=O)n2C	-4	0	1	11	-2.4	.	-4	13	-13	-16
CC(=O)/C(=N/Nc1ccccc1)N1CCOCC1	-4	3	9	-5	0.8	.	-12	27	-27	1

Another view of part of the listing above:
COc1ccc(Br)cc1/C=N/NC(=O)CNC(=O)/C=C/c1ccccc1
  dFosB act = 2
  HTR5A ag ctr = 4
  Rtt109 Vps75 = 8
  RTF Ca sens act = 1
  CDK5 inh = 1.7
  Wnt act = -2
  MITF act = -32
  SR-BI DiI-HDL act = -63
  SR-BI HDL uptake = 63
  PvdQ acylase = 6
COCCn1c(N2CCN(c3ccc(OC)cc3)CC2)nc2c1c(=O)[nH]c(=O)n2C
  dFosB act = -4
  HTR5A ag ctr = 0
  Rtt109 Vps75 = 1
  RTF Ca sens act = 11
  CDK5 inh = -2.4
  Wnt act = .
  MITF act = -4
  SR-BI DiI-HDL act = 13
  SR-BI HDL uptake = -13
  PvdQ acylase = -16

Next section
SMILES	dFosB act	HTR5A ag ctr	Rtt109 Vps75	RTF Ca sens act	CDK5 inh	Wnt act	MITF act	SR-BI DiI-HDL act	SR-BI HDL uptake	PvdQ acylase
COc1ccc(NC(=O)COC(=O)c2cccc(S(=O)(=O)N3CCCCC3)c2)c(OC)c1	4	1	1	2	1.1	-4	7	-18	18	1
CCn1cc(C(=O)NC2CCCCC2C)c(=O)c2ccc(C)nc21 (configuration not stated)	-6	-2	-12	5	2.2	.	12	6	-6	-15
CC(C)N(Cc1nnc(-c2ccc(Cl)cc2)o1)C(=O)C1=COCCO1	-5	0	-5	0	-0.6	0	4	17	-17	-18
Cc1cc(NC(=O)CSc2ccc3nnc(-c4cccnc4)n3n2)no1	-12	-2	-2	-2	0.6	-6	-9	23	-23	-12
c1ccc(CN=C(NCc2ccccc2)NCc2ccccc2)cc1	-12	-1	5	-9	0.0	1	-20	19	-19	6
CC(C)(C)C(=O)O/N=C(\N)COc1cccc(Cl)c1	-3	3	13	-1	-0.4	11	55	4	-4	-7
CC(C)CCSc1nc2c(c(=O)[nH]c(=O)n2C)n1CCc1ccccc1	-16	-2	4	-5	1.3	.	3	-55	55	-7
Cc1cc(NC(=O)CCC(=O)N(CC2CCCO2)C(C(=O)NC2CCCC2)c2cccnc2)no1 (configuration not stated)	3	-8	-20	-4	0.9	0	-10	14	-14	-3
O=C(NC1CCOc2ccccc21)C1CCCC1 (configuration not stated)	-5	4	-6	2	-0.4	-2	13	0	0	9
CCN(C(=S)NC(=O)CCc1ccccc1)c1ccccc1	-7	2	-3	3	-1.1	-1	-6	-9	9	-5
